MmCpn inh: blocks the Methanococcus maripaludis chaperonin Mm-Cpn. purified Mm-Cpn ATPase, ADP Transcreener TR-FRET. Potency, µM (series often up to 76.9 µM), for the others: at the top dose activity, negative = inhibition, actives largely listed as inhibitors. 330,000 compounds, 0.031% hits. AID 504842; note: potency is the fitted concentration of half-maximal effect; % is set by controls: 0 for no effect and ±100 for the full control effect; nearly all actives have a fitted effect of over 80% in size
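ATP (10 uM final) was added to archaeal chaperonin (25 nM final) after 10 min exposure to test compound at 37°C; after 30 min further incubation, ADP was detected by competitive TR-FRET.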
Nrf2 inh: inhibitors of Nrf2 signaling | Potency, µM (doses to about 46 µM), for inactives: at the top dose activity change, negative = inhibition, actives largely listed as inhibitors | 360,000 compounds, 2.1% hits | A549 ARE-Fluc reporter, luciferase luminescence, 18-24 h; note: potency is the fitted concentration of half-maximal effect; % is set by controls: 0 for no effect and ±100 for the full control effect; nearly all actives have a fitted effect of over 60% in size
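In this cell-based qHTS, ARE-driven firefly luciferase in A549 cells reports Nrf2 activity; the luminescent signal after BugLite lysis is the measured value, with a prior CellTiter-Fluor read for cell health.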
A549 tox: A549 cytotoxicity, counter-screen for Nrf2 inhibitors | A549 ARE-Fluc cells, CellTiter-Fluor viability, 18-24 h | Potency, µM (series often up to 46 µM), for inactives: at the top dose activity change, negative = cytotoxicity, actives largely listed as inhibitors | 390,000 compounds, 0.16% hits | AID 504648; note: potency is the fitted concentration of half-maximal effect; % is set by controls: 0 for no effect and ±100 for the full control effect
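Cytotoxicity counterscreen: CellTiter-Fluor fluorescence was measured in A549 ARE_Fluc cells after 18-24 h of compound exposure in a concentration series. The subsequent BugLite luminescent read reports ARE-luciferase activity.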
TGFb inhibitor: blocks TGF-b signaling; HepG2 CAGA-GFP TGF-b/SMAD3 reporter, GFP fluorescence, 18 h; TGF-beta stimulated, 500 pg/mL final; Potency, µM (series often up to 46.1 µM), for the others: at the highest dose activity, negative = inhibition, usual class: inhibitors; 410,000 compounds, 1.2% hits; note: potency is the fitted concentration of half-maximal effect; % is set by controls: 0 for no effect and ±100 for the full control effect; nearly all actives have a fitted effect of over 65% in size
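Cell-based qHTS in HEPG2 carrying a CAGA-GFP Smad reporter; compounds added before 500 pg/mL final TGF-beta, 18 h incubation at 37 degrees C, GFP fluorescence quantified per cell by imaging cytometry.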
CCT chaperon mod: changes cytosolic chaperonin activity. purified chaperonin ATPase assay, HTRF ADP detection, 30 min. activity change, % (concentration not given with the values), hits read low. 360,000 compounds, 0.3% hits. AID 651819; in the data active = activity change below about -30%; note: % is set by controls: 0 for no effect and ±100 for the full control effect
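ATPase activity: ADP formed was measured by HTRF Transcreener (665/615 nm ratio) after 30 min at 37 deg C with 10 uM ATP. Compounds screened at one 76 uM concentration against 40 or 20 nM TRiC in Tris pH 7.4/KCl/MgCl2/DTT buffer.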
Nrf2 ARE act: activators of Nrf2 (ARE) signaling | 410,000 compounds, 0.31% hits | Potency, µM (doses to about 46.1 µM), for the others: at the top dose activation, hits mostly activators | AREc32 ARE-luciferase reporter (MCF7-derived line), luminescence, 24 h; note: potency is the fitted concentration of half-maximal effect; % of control where 0% means no effect; nearly all actives have a fitted effect of over 65% in size
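AREc32 cells carrying an ARE-driven firefly luciferase reporter were seeded at 1000 cells/well in OPTI-MEM with 5% FBS, then exposed to compound for 24 hr at 37 deg C. Luminescence was read with Steady-Glo after 30 min at RT.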
EPAC2 agonist: EPAC2 (human) agonism; EPAC2 activation, biochemical qHTS; response scale: 100% = 6.5 mM cAMP response; 360,000 compounds, 0.079% hits; AID 720711; Potency, µM (highest dose often 154 µM), without a hit: at the top dose activation, usual class: activators; note: potency is the fitted concentration of half-maximal effect; nearly all actives have a fitted effect of over 50% in size
Target sequence (Q8WZA2 whole entry, looked up): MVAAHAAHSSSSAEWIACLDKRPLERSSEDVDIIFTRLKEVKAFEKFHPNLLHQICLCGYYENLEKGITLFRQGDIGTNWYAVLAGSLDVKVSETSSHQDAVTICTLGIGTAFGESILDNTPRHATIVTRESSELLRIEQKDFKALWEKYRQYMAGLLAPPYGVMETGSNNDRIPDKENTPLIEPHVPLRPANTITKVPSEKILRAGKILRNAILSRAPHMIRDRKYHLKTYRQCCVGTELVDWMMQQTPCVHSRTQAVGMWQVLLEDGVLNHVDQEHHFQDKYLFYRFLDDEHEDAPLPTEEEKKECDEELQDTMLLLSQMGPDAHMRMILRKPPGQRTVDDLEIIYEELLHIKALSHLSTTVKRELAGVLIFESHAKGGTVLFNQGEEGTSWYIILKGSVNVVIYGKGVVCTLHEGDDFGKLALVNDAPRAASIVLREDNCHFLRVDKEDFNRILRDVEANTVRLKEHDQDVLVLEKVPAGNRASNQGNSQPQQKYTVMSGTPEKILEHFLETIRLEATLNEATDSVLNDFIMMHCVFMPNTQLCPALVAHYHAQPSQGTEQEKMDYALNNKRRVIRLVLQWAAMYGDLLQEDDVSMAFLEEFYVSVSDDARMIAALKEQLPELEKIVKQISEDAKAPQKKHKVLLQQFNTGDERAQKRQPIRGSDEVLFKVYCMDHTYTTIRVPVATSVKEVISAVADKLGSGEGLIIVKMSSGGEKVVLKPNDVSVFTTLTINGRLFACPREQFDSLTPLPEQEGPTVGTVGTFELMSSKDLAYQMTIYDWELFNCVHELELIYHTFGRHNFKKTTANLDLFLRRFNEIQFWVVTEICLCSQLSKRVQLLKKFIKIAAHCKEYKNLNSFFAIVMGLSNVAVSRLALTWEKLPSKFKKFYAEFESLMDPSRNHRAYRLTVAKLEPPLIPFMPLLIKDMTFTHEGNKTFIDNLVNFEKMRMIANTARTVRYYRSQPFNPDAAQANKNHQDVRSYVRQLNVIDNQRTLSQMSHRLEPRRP
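Fluorescence exchange assay: 100 nM EPAC2 with 250 nM RAP1B-BODIPY-GDP and 50 uM GDP; compounds tested as a concentration-titration series (qHTS). Loss of Rap1-bound BODIPY-GDP fluorescence read at 480/540 nm; data normalized to 6.5 mM cAMP.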
EPAC2 antag: EPAC2 (human) antagonism; Q8WZA2; EPAC2 GEF exchange of Rap1B-BODIPY-GDP, fluorescence; Potency, µM (series often up to 114 µM), inactives show at the highest dose activity, negative = inhibition, hits mostly inhibitors; 360,000 compounds, 0.18% hits; note: potency is the fitted concentration of half-maximal effect; % is set by controls: 0 for no effect and ±100 for the full control effect; nearly all actives have a fitted effect of over 45% in size; many of its hits are not listed in these tables
Akt phos inh: Akt phosphorylation inhibition; Neuro2A IGF-stimulated pAkt S473 HTRF, 20 min; active compounds read low; activity change, % for hits at 50 µM; 360,000 compounds, 0.32% hits; in the data active = activity change below about -80%; inconclusive = mostly about -51% to -80%; note: % is set by controls: 0 for no effect and ±100 for the full control effect
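Single-point screen (50 µM final compound) in Neuro2A cells stimulated 20 min with 6 nM IGF at 37 deg C. After lysis, Ser473-phosphorylated Akt read by HTRF (ex 330 nm, em 615/665 nm) as the 665/615 ratio.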
Active calls of the source: *; i = inactive; ? = inconclusive; nt = not tested or not shown; & = joins results of further samples; [ ] = dose if it differs, or a comment. Unless noted, calls come from the whole dose curve; as a rule, active = well fitted curve in the direction sought with a large enough effect; inconclusive = small, poorly fitted or top-dose-only effect, or another doubt; inactive = no such curve, though single readings can be large; an effect the other way counts as inactive or inconclusive.

SMILES | MmCpn inh | Nrf2 inh | A549 tox | TGFb inhibitor | CCT chaperon mod | Nrf2 ARE act | EPAC2 agonist | EPAC2 antag | Akt phos inh
CCOCCCNC(=S)NNC(=O)CCn1nc(C)c(Br)c1C | -5.0% | nt | 7.2% | -19.6% | 0.1 | -0.8% | 8.0% | 18.2% | nt
CC(=O)N1CCN(C(=O)CC2OC(=O)c3ccccc32)CC1 (stereo not drawn) | -1.5% | nt | -2.1% | ? | 0.4 | ? | -9.9% | -4.0% | i
Cc1cccc(NS(=O)(=O)c2ccccc2)n1 | 0.7% | 21.6% | 6.7% | 6.3% | -0.8 | 0.0% | -3.5% | 8.3% | i
Cc1ccccc1NC(=O)c1ccc(NC(=O)C2CC(=O)OC23CCCCC3)cc1 (stereo not drawn) | 3.6% | -29.9% | -13.8% | ? | -5.1 | -0.1% | 1.3% | 2.8% | i
CC1(C)Cc2nc3sc4c(=O)n(CC(=O)NCc5ccccc5)cnc4c3cc2CO1 | 1.1% | 0.0% | -19.2% | 14.9% | -3.2 | -0.8% | -9.0% | 20.1% | i
CCNC(=O)NC(=O)C(C)Sc1nc2ccccc2n1CC(C)C (stereo not drawn) | 2.9% | ? | -13.4% | -0.3% | -0.9 | 0.4% | 7.9% | -3.2% | i
COc1cc(/C=C/C(=O)OCC(=O)NCc2ccco2)cc(OC)c1OC | 2.1% | 5.7% | -2.7% | 18.3% | 2.3 | 5.1% | -1.1% | 6.0% | i
Cc1ccc(NC(=O)c2ccc(=O)n(CC(=O)Nc3c(C)cc(C)cc3C)n2)cc1 | 0.6% | 17.8% | 6.6%&5.6% | ? | 0.3 | -1.0%&4.0% | -11.5% | 25.3% | i
C=C(C)COc1ccc(-c2nc(N)ncc2-c2ccccc2OC)c(O)c1 | -1.9% | ? | -0.6% | ? | 0.2 | 4.7% | 18.3% | ? | i
C/C(=N\OCC(=O)N/N=C/c1ccccc1O)c1cccs1 | -0.2% | ? | -7.8% | ? | -4.5 | -0.4% | 7.5% | -11.9% | i
COc1ccc(C(C(=O)NC2CCCC2)N(C(=O)c2snc(C(N)=O)c2N)c2cc(C)ccc2OC)cc1OC (stereo not drawn) | -6.9% | ? | -1.1% | -0.6% | 0.1 | 0.0% | 2.0% | 0.3% | i
CCCc1nnc(SCC(=O)N2CCCCC2C)n1CCCOC (stereo not drawn) | 0.8% | 0.8% | -0.3% | -0.3% | -2.5 | -0.4% | -9.9% | 4.0% | i
CCOC(=O)c1sc2nc(NC(=O)C3CCCCC3)sc2c1C | -1.8% | ? | -6.0% | -17.2% | 1.3 | -1.0% | -3.3% | -0.9% | i
O=C(c1ccccc1)N1CCN(CC(O)Cn2ccc3ccccc32)CC1 (stereo not drawn) | -4.1% | -13.0% | 6.3% | -1.3% | -1.0 | 0.2% | 7.9% | -8.8% | i
COc1cc(C)c(CN2CCN(S(=O)(=O)c3ccc(Cl)s3)CC2)cc1OC | 0.4% | ? | 1.4% | -22.4% | 0.6 | -0.7% | 17.4% | -11.4% | i
c1ccc(Sc2ncnc3c2oc2ccccc23)nc1 | 0.0% | ? | nt | -15.8% | -2.5 | ? | 1.3% | 6.1% | i
O=[N+]([O-])c1nn(-c2ccc3c(c2)OCCO3)n(O)c1=NC1CCN(Cc2ccccc2)CC1 | -2.9% | 12.1% | -11.0% | -11.3% | -1.4 | -0.7% | 11.3% | 0.4%[57.1 µM] | i
CCOC(=O)C1CCCN(c2c(Nc3cccc(C)c3)c(=O)c2=O)C1 (stereo not drawn) | -3.3% | 1.8% | -14.2% | 8.8% | -0.4 | 0.4% | 2.2% | 18.5% | i
CC(C)COC(=O)N1CCCCC1c1cc(C(=O)Nc2ccccc2)no1 (stereo not drawn) | nt | nt | nt | -14.7% | -1.0 | 0.7% | 13.7% | -10.2% | i
O=C(CSc1nccc(=O)[nH]1)Nc1ccc(N2CCOCC2)c(Cl)c1 | 2.6% | 4.6% | 0.5% | 23.0% | 1.1 | 0.1% | 3.2% | 1.1% | i
CC1=C(C(=O)OCC(C)C)C(c2cccc(F)c2)N2C(=O)C(C)SC2=N1 (stereo not drawn) | ? | -26.0% | -7.6% | ? | 1.8 | 0.3% | -1.5% | -19.0% | i
CCOc1ccccc1NC(=O)C(C)SCc1ccccc1 (stereo not drawn) | 1.1% | -2.0% | 1.1% | -15.3% | -2.5 | 0.1% | 9.4% | ? | i
Cc1ccc(-c2cc(C(=O)NC3CCCCC3)no2)cc1 | 1.8% | ? | -8.7% | 1.6% | 0.0 | -0.2% | 6.1% | -5.9% | i
CC1CCN(CCCCOc2ccc([N+](=O)[O-])cc2)CC1 | 0.5% | 11.6% | -7.2% | -0.8% | -2.1 | -0.5% | 1.8% | 6.2% | i
COc1ccc(CN2CCC(C)(Oc3ccc4c(c3)OCO4)C2)c2ccccc12 (stereo not drawn) | nt | nt | nt | -26.0% | -0.4 | 3.0% | 12.1% | -1.9% | i
O=C(O)CC(C(=O)Nc1ccc(Cl)cc1Cl)C1CCCO1 (stereo not drawn) | 1.2% | -6.9% | -0.5% | 1.8% | -0.4 | -0.7% | -1.2% | -2.7% | i
CCC1CCCCN1C(=O)c1cc2cc(Br)ccc2oc1=O (stereo not drawn) | -4.7% | 7.5% | -2.3% | 6.6% | -1.8 | 1.1% | ? | nt | i
Cn1ncc2c(NNC(=O)C3CCCCC3)ncnc21 | -5.1% | 3.4% | -0.1% | 12.5% | -3.5 | 3.2% | 9.4% | 1.9% | i
CC1CN(C(=O)c2cccc(COc3ccccc3Cl)c2)CC(C)O1 (stereo not drawn) | 3.7% | ? | 9.5% | ? | -3.9 | 0.3% | 4.2% | -11.8% | i
CCOC(=O)c1c(C)oc2ncnc(Nc3ccc(CC)cc3)c12 | nt | 13.7% | -0.9% | 2.7% | nt | -1.1% | nt | nt | nt
Cc1cc(C)cc(NC(=O)C(=O)NCC(c2cccnc2)N2CCc3ccccc32)c1 (stereo not drawn) | nt | 6.5% | 0.4% | ? | nt | 0.6% | nt | nt | nt
COc1cc(C(=O)Nc2nnc(C)s2)c([N+](=O)[O-])cc1OC | 0.4% | -0.3% | -2.0% | 21.4% | -1.0 | 0.3% | 9.4% | -2.1% | i
Cc1ccc(C(=O)N/N=c2\sc3ccccc3n2C)cc1 | -0.8% | -3.3% | -2.4% | 10.8% | -1.1 | -0.7% | -1.5% | 8.1% | i
COc1cccc(OC)c1C(=O)Nc1cccc2c1CCCC2 | 0.2% | 3.2% | -4.2% | 7.2% | 1.4 | 0.1% | 5.5% | -9.4% | i
CCc1ccc2oc(-c3cccc(NC(=O)c4cccnc4)c3)nc2c1 | -1.0% | 10.2% | 3.7% | ? | -0.7 | 5.4% | -18.6% | -2.8% | i
NC(COCc1ccccc1)c1csc(Nc2ccc(C(F)(F)F)cn2)n1 (stereo not drawn) | nt | nt | nt | ? | 1.0 | 6.3% | -1.3% | 5.0% | i
Cc1cc(NC(=O)CSCC(=O)N(C)Cc2ccc(F)cc2)no1 | -4.6% | 13.2% | 1.1% | 0.0% | -0.1 | -0.3% | -3.7% | 0.4% | i
COc1ccc(CCNC(=O)c2c(O)c3ccccc3[nH]c2=O)cc1 | 0.2% | 21.7% | 0.3% | -25.4% | -0.9 | 0.2% | 14.9% | 0.0% | i
CSc1ncnc2sc(C)c(C)c12 | -0.3% | 1.4% | 13.2% | -1.7% | 1.6 | -0.2% | -0.9% | -6.2% | i
CCCNC(=O)c1ccccc1C(=O)NC1(C(=O)NCCC)CCCC1 | -1.3% | 4.7% | -2.0% | 2.3% | 0.1 | 0.4% | 3.2% | 19.6% | i
O=C(NCCN1CCOCC1)[C@H](Cc1ccccc1)N1C(=O)c2ccccc2C1=O | 0.5% | nt | -2.2% | -14.5% | 0.2 | -0.3% | -2.3% | -0.7% | i
Cc1nc2ccc(CCO)cc2s1 | -1.6% | 4.2% | -6.1% | 1.3% | -2.4 | -0.8% | 5.6% | -1.1% | i
CCOC(=O)c1ccc(NC(=O)CN(C)S(=O)(=O)c2ccc(Br)s2)cc1 | -18.7% | 2.6% | 1.4% | -13.6% | -0.4 | -0.1% | 9.8% | -9.6% | i
CN(CC(=O)O)C(=O)c1ccccc1 | 0.1% | -0.9% | 9.6% | -0.5% | 0.7 | -1.1% | -1.4% | 8.3% | i
O=S1(=O)CC2SC(=S)N(Cc3ccccc3)C2C1 (stereo not drawn) | 1.1% | -11.0% | -24.1% | -0.2% | -2.6 | -0.7% | 1.1% | -6.3% | i
Cn1c(CO)cnc1-c1ccccc1 | 1.5% | -4.4% | 0.7% | 17.8% | 0.5 | 0.0% | 1.3% | 22.1% | i

Screens (PubChem BioAssay)

An excerpt; the hit share may differ from the screen's.
